# Screens deposited in PubChem BioAssay by Broad Institute.
# PAX8 reporter = PAX8 transcriptional activity inhibition. RMG-I TPO-luciferase reporter, SteadyGlo, 24 h. inhibition, % at 12.6 µM. 360,000 compounds, 1.2% hits. AID 652154;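 active = mean replicate inhibition at least 60% with every replicate also reaching 60%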;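 also: luciferase light reporting Pax8 driven TPO promoter activity; plate controls were median of neutral control wells for no effect and mitoxantrone controls for full effect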
# miR122 inh = blocks miR-122 activity in Huh7 sensor cells; Huh7 miR-122 Renilla luciferase sensor, 48 h; neutral wells = 0, positive control = 100; activation (reporter increase), % at 12.5 µM; 340,000 compounds, 0.3% hits; AID 602342;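 active = mean replicate activation score at least 90 and every replicate individually at or above 90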;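 also: higher luciferase means less miR-122 activity so hits act as miR-122 inhibitors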
# CASP6 VEID inh = blocks human caspase-6 cleavage activity; P55212; purified caspase-6, Z-VEID-R110 cleavage fluorescence; inhibition, % at 12.5 µM; 350,000 compounds, 0.53% hits;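 active = mean inhibition across replicates at least about 35%, with every replicate also reaching that limit, limit read from the data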;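 also: 0% = median of neutral control wells and 100% = no fluorescence left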
# Target sequence (P55212 24-179 limits assumed): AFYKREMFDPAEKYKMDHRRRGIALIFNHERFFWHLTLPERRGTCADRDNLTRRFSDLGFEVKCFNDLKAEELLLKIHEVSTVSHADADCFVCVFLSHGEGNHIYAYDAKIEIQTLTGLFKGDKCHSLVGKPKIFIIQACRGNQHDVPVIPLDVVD
# Target sequence (P55212 194-293 limits assumed): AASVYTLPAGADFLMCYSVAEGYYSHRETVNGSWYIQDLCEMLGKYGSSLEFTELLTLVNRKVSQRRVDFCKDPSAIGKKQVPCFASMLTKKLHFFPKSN
# Cneo AK release = causes C. neoformans cell lysis | adenylate kinase release luminescence, 4 h; normalised: neutral wells 0, clomiphene wells 100 | lysis activity, % at 15 µM | 360,000 compounds, 0.2% hits | AID 651654;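 active = mean lysis activity across replicates of at least 80%, whatever share of replicates individually reach that level; inactive = mean lysis activity below 80%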
#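 Test system: log-phase Cryptococcus neoformans yeast cells. Input: 5 × 10^6 yeast cells/mL. Medium: fresh YPD growth medium. Doses: single dose. Incubation: static 4 h at 37 °C with compound, 1 h detection. Measured by: luminescent adenylate kinase detection reagent. Read-out: signal increase indicating cell lysis. Benchmarks: Clomiphene.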
# LGR2 inh = Drosophila LGR2 receptor signaling inhibition | inhibition, % at 9.99 µM | 380,000 compounds, 0.35% hits | HEK293 LGR2, CRE-luciferase, bursicon-stimulated, 4 h;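 active = drop in luminescence signal, shown as inhibition above about 50% in the replicate tests, limit read from the data, passing the limit was not always enough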;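 also: agonist challenge used bursicon conditioned medium at about half maximal strength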
# EWS-Fli block = inhibitors of EWS/Fli oncoprotein transcriptional activity; inhibition, % at 12.6 µM; A673 NR0B1-luciferase reporter, viability-normalised; AID 651661; 350,000 compounds, 0.67% hits;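 active = mean inhibition of at least 50% after viability correction, with every replicate also passing that limit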;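 also: firefly luciferase signal divided by Alamar Blue viability fluorescence both relative to DMSO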
# PGC1a acetyl inh = modulators of PGC1a acetylation; U2OS PGC1a acetylation, AlphaScreen anti-acetyl-lysine; with virally co-expressed GCN5 acetyltransferase; AID 651687; 350,000 compounds, 0.17% hits; inhibition, % at 15.6 µM;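 active = every replicate shows inhibition of at least 40%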;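 also: 0% = neutral control wells and 100% = positive control wells; some results beyond the cut were filed as inactive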
# FN deposit inh = fibronectin deposition inhibition. AH1F fibroblasts, Alexa488-fibronectin deposition fluorescence, overnight. inhibition, % at 12.6 µM. 350,000 compounds, 0.086% hits. AID 743247;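 active = mean inhibition across replicates of 30% or more, regardless of how many single replicates reach that level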;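 also: positive control wells lacked labelled fibronectin entirely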
#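 Assay system: AH1F fibroblasts assembling fluorescent fibronectin matrix; Amount: 10000 AH1F cells per well; Buffer or medium: DMEM, 2% serum; Probe or stimulus: Alexa488-fibronectin, 24 nM final in well; Doses: single compound dose, delivered by pin transfer; Incubation: 1 h adhesion, overnight exposure; Measured by: fluorescence 485/525 nm; Read-out: fibronectin deposition inhibition.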
# * marks the source's active call; other numbers are inactive results; x = no result given; [ ] = another dose, or the depositor's remark. This is a random part of the collection, and some 2.5% of all compounds hit somewhere here.
mol	PAX8 reporter	CASP6 VEID inh	PGC1a acetyl inh	EWS-Fli block	FN deposit inh	LGR2 inh	miR122 inh	Cneo AK release
Cc1ccccc1OCc1nnc(SCC(=O)NCc2ccccc2)n1C	-2.5	x	-9.7	x	-9.8	x	6.6	-0.6
CC(C)c1ccc(C(C(C(=O)c2ccccc2)N2CCOCC2)N2CCOCC2)cc1 (configuration not stated)	-121.8	3.0	-24.6	-129.2	x	-56.6	-2.7	-0.7
CCN(C[C@H]1N[C@H](CO)[C@@H]1c1ccc(-c2cccc(C#N)c2)cc1)C(C)=O	2.0	-2.1	-9.6	-2.2	7.4	0.7	14.3[16.7 µM]	45.4
Cc1ccc(S(=O)(=O)Nc2ccc3c(c2)C(=O)N([C@H](C)CO)C[C@H](C)[C@@H](CN(C)C(=O)Nc2ccccc2)OCCCC[C@H](C)O3)cc1	6.8	-2.8	-0.5	-4.0	x	25.0	-0.7[16.7 µM]	-0.2
CCOC(=O)N1CCN(C(=O)c2ccccc2NC(C)=O)CC1	16.8	1.3	x	-6.1	7.1	5.2	-4.7	-0.6
COc1cc(/C=C2/C(=O)NN(c3cccc(F)c3)C2=O)ccc1OC(=O)c1ccco1	10.3	11.5	x	0.4	-6.7	-6.6	5.8	0.3
COc1ccccc1NC(=O)N[C@H]1C=C[C@H](CC(=O)N2CCC(Cc3ccccc3)CC2)O[C@@H]1CO	-47.8	-13.4	x	-12.4	-2.7	12.3	-7.9[16.7 µM]	46.8
OC[C@@H]1[C@@H](c2ccc(/C=C/c3ccccc3)cc2)[C@@H]2CN(Cc3cccnc3)CCCCN12	-10.7	1.4	-17.6	-4.7	x	-13.2	-6.4[16.7 µM]	0.9

mol	PAX8 reporter	CASP6 VEID inh	PGC1a acetyl inh	EWS-Fli block	FN deposit inh	LGR2 inh	miR122 inh	Cneo AK release
C=CCNc1oc(-c2ccc(OCC)cc2)nc1C#N	x	0.3	-1.3	-32.5	x	5.8	-1.9	-2.0
CCN(C(=O)CSc1nnnn1-c1ccc(Cl)cc1)C1CCS(=O)(=O)C1 (configuration not stated)	8.7	3.9	4.5	3.8	6.3	1.7	-5.0	1.7
Cc1nn(-c2ccccc2)c(Cl)c1CN(C(=O)CCl)c1cccc2ccccc12	111.1*	31.0	x	38.1	23.7	35.4	x	x
CC1Oc2ccccc2C=C1/C=N/NC(=O)c1ccncc1 (configuration not stated)	1.9	-1.2	x	0.6	-0.1	-2.2	x	x
Cc1ccccc1C(=O)Nc1nnc(S(=O)(=O)N(C)Cc2ccco2)s1	-4.4	0.2	-5.5	-2.2	-3.8	-1.9	2.6	2.1
COc1ccc(/C=C(\NC(=O)c2ccc(C)cc2)C(=O)NCC2CCCO2)cc1 (configuration not stated)	20.3	1.1	x	8.7	0.3	-20.6	x	x
COCC#Cc1cnc2c(c1)C(=O)N([C@@H](C)CO)C[C@H](C)[C@H](CN(C)C(=O)C1CCOCC1)O2	3.3	-1.7	-1.0	-15.5	2.7	2.7	-2.2[16.7 µM]	-1.9
O=C(c1cccnc1)N1CCN(S(=O)(=O)c2ccc(F)cc2)CC1	9.9	1.7	-13.1	7.2	-8.1	27.2	x	x

mol	PAX8 reporter	CASP6 VEID inh	PGC1a acetyl inh	EWS-Fli block	FN deposit inh	LGR2 inh	miR122 inh	Cneo AK release
Cc1ccc(N2CC(C(=O)NCc3ccc(C)n3C)CC2=O)cc1 (configuration not stated)	1.5	-1.5	-0.7	-2.9	4.4	5.5	x	x
COc1cccc(-c2cnc3c(c2)C(=O)N([C@@H](C)CO)C[C@@H](C)[C@@H](CN(C)CC2CCOCC2)O3)c1	-8.0	-1.7	5.8	-29.2	2.4	11.9	-1.8[16.7 µM]	-2.1
O=C(NC1CCCCC1)N[C@@H]1CC[C@@H](CC(=O)N2CCOCC2)O[C@H]1CO	-3.5	-1.8	1.4	1.4	4.6	4.8	x	42.4
CCC(=O)NC(=S)Nc1ccc(NC(=O)COc2ccccc2)cc1	-25.7	0.3	5.2	-5.1	-2.5	x	3.1	-2.7
CC(=O)Oc1cccc(/C=C2\C=C(c3ccc(C)cc3)OC2=O)c1	1.7	6.6	1.3	13.4	x	35.6	x	x
O=C(Nc1ccnn1C1CCN(Cc2ccccc2)CC1)C1CCCC1	-11.6	-8.5	x	0.5	-4.9	7.9	4.8	-1.4
O=C(COC(=O)c1cccnc1)c1ccc(Cl)cc1	x	5.6	x	6.0	x	-7.0	-1.3	-3.7
O=C(Nc1ccccc1)c1ccccc1N=Cc1ccccc1O	-76.2	0.9	x	-26.9	3.6	3.5	x	x

mol	PAX8 reporter	CASP6 VEID inh	PGC1a acetyl inh	EWS-Fli block	FN deposit inh	LGR2 inh	miR122 inh	Cneo AK release
Cc1ccccc1-c1ccc([C@@H]2[C@H]3CN(C(=O)c4cccnc4)CCCCN3[C@H]2CO)cc1	-2.3	1.2	-5.0	3.4	x	5.8	2.2[16.7 µM]	-4.9
COc1ccc(C)cc1NC(=O)C1CCCN(S(=O)(=O)c2ccc(-n3cnnn3)cc2)C1 (configuration not stated)	2.1	-4.9	7.7	-4.7	-0.4	4.4	-6.2	2.8
O=C(CCN1CCN(c2ccccc2)CC1)Nc1ccc2c(c1)OCO2	6.5	x	13.7	x	x	x	-2.2	1.2
CO[C@H]1CN(C)C(=O)c2cc(NS(C)(=O)=O)ccc2OC[C@H](C)N(C(=O)C2CCOCC2)C[C@@H]1C	x	-2.4	6.1	-7.3	3.9	-13.3	x	-1.5
CNC[C@@H]1Oc2ncc(C#Cc3ccccc3F)cc2C(=O)N([C@@H](C)CO)C[C@@H]1C	4.8	x	5.7	-7.4	5.0	6.3	7.8[16.7 µM]	x
COc1ccc(C2Nc3cccc4cccc(c34)N2)cc1	0.9	-1.4	x	-17.6	x	3.5	x	x
CCN1CCN(CCNC(=O)c2cc(Cl)c(NC(=O)C3=C(C)OCCS3)cc2OC)CC1	-2.9	-30.5	-9.6	-11.0	-1.6	10.0	-1.8	2.6
Cc1cc(NC(=O)COc2coc(CN3CCN(c4ccccc4)CC3)cc2=O)no1	-3.6	1.3	x	3.0	-1.5	-27.6	-0.4	-0.1

mol	PAX8 reporter	CASP6 VEID inh	PGC1a acetyl inh	EWS-Fli block	FN deposit inh	LGR2 inh	miR122 inh	Cneo AK release
CC(=O)Nc1ccc2c(c1)OCCOCCOc1cc(NC(C)=O)ccc1OCCO2	8.0	-0.9	4.8	15.5	1.8	9.8	1.7	x
COc1ccc(NC(=O)c2cc(S(=O)(=O)N(C)C)ccc2N2CCCC2)cc1Cl	13.4	2.1	x	9.1	5.0	1.0	x	x
CCOC(=O)c1sc(C)c2c(=O)n(Cc3ccc(Cl)cc3)cnc12	3.2	49.9*	x	2.2	4.6	20.1	x	x
O=C1NC2(CCC3(CC2)OCCO3)NN1c1ccc(Cl)cc1	4.9	-1.5	13.4	-13.7	x	-9.5	-2.1	x
O=C(O)Cn1nnc(-c2ccc(OCc3ccccc3Cl)cc2)n1	9.8	3.7	1.5	0.6	1.6	-0.2	-3.3	x
CCN(CC)C(=O)c1[nH]cnc1C(=O)Nc1ccccc1	4.4	-0.8	x	8.5	-7.1	1.3	0.7	1.9
COCCCN1C(=O)c2ccc(C(=O)Nc3ccc(C)cc3C)cc2C1=O	-53.7	-0.2	0.2	9.8	2.3	10.2	4.6	-0.5
COc1ccc(S(=O)(=O)N(C)C[C@H]2Oc3ccc(NS(C)(=O)=O)cc3CC(=O)N([C@@H](C)CO)C[C@H]2C)cc1	9.1	-4.3	2.1	12.6	x	5.9	5.6[16.7 µM]	-0.1

mol	PAX8 reporter	CASP6 VEID inh	PGC1a acetyl inh	EWS-Fli block	FN deposit inh	LGR2 inh	miR122 inh	Cneo AK release
O=C(c1cccs1)n1nc(NCc2ccccc2)nc1NCc1ccccc1	34.4	0.1	-3.2	16.6	3.9	1.1	5.6	-2.8
C[C@H](NC(=O)c1nc[nH]c1C(=O)N1CCNCC1)C(=O)OCc1ccccc1	-14.1	6.8	-15.3	-4.5	-4.1	x	-2.1	0.0
C[C@@H]1CN([C@@H](C)CO)C(=O)c2cc(N(C)C)ccc2O[C@@H](C)CCCCO[C@@H]1CN(C)C(=O)CCCN(C)C	-9.5	x	10.6	5.3	x	20.7	-7.6[16.7 µM]	x
O=C(C[C@H]1C=C[C@@H](NS(=O)(=O)c2ccc(F)cc2)[C@@H](CO)O1)NCc1ccncn1	-11.7	-4.5	-4.0	1.5	-8.7	4.9	-2.6[16.7 µM]	-1.4
O=C(O)c1cccc(NC(=O)c2ccccc2NC(=O)c2cccc([N+](=O)[O-])c2)c1	22.2	0.3	2.3	4.1	1.3	5.8	-3.3	3.8
Cc1noc(-c2ccc(Cl)cc2)c1C(=O)O/N=C(\N)c1ccc(C(C)(C)C)cc1	3.9	2.8	x	47.6	-3.6	12.2	x	x
CCOc1cc(C(=O)OCC(=O)Nc2cccc(C)c2)ccc1OCC(=O)N1CCOCC1	18.0	5.1	x	11.2	x	16.2	-10.1	-0.4
CCc1nc2ccc(C(=O)NCCc3c[nH]c4ccccc34)cn2c1N(C)Cc1ccc(N(C)C)cc1	15.1	1.3	x	10.6	x	11.3	-13.1	-1.5

mol	PAX8 reporter	CASP6 VEID inh	PGC1a acetyl inh	EWS-Fli block	FN deposit inh	LGR2 inh	miR122 inh	Cneo AK release
CC(C)CN(C(=O)CN1CCN(c2ccc(F)cc2)CC1)c1c(N)n(CC(C)C)c(=O)[nH]c1=O	-13.6	x	2.9	x	8.6	0.5	-0.1	x
C=CCn1nnnc1SCC(=O)Nc1ccc(OC)cc1	4.4	1.4	x	-7.6	5.4	-1.5	x	-10.8
Oc1ccc2ccccc2c1C=NCc1cn2ccsc2n1	x	x	9.5	x	2.7	x	12.0	0.6
N#C/C(=C\c1ccc[nH]1)C(=O)NCC1CCCO1 (configuration not stated)	-6.2	4.0	-1.6	-26.5	-3.2	-25.4	x	x
Cc1[nH]oc(=O)c1N=Nc1ccc2[nH]c(=O)[nH]c2c1	-19.7	-2.4	2.0	-11.3	6.0	-5.7	-1.2	0.9
CCCCc1ccc(NS(=O)(=O)c2cccc(C(=O)N3CCNC(=O)C3)c2)cc1	x	-0.4	x	4.8	3.7	-1.6	x	x
Cc1ccsc1C(=O)N(Cc1nnc(-c2ccccc2Cl)o1)C1CC1	-31.6	0.3	-5.1	-12.4	-4.7	-13.2	25.2	-2.2
COc1ccc(N(C)S(=O)(=O)c2cccc(C(=O)Nc3nnc(C)s3)c2)cc1	-0.5	-3.7	0.4	-1.2	1.1	-15.6	-9.5	-1.1
CNCCCOc1ccc2c(c1)CCC2	9.0	-3.3	3.6	-11.5	1.8	23.7	-9.2	4.9
Cc1cc(C(=O)NNc2ccc(C)c(C)c2)no1	18.5	-0.4	5.0	15.3	-17.4	x	x	x
Clc1cc(-c2ccccc2)nc(-c2ccccc2)n1	20.8	3.9	x	1.7	-10.6	x	x	x

# One compound at a time (already shown):
# Entry for CCCCc1ccc(NS(=O)(=O)c2cccc(C(=O)N3CCNC(=O)C3)c2)cc1 → PAX8 reporter = x; CASP6 VEID inh = -0.4; PGC1a acetyl inh = x; EWS-Fli block = 4.8; FN deposit inh = 3.7; LGR2 inh = -1.6; miR122 inh = x; Cneo AK release = x
# Entry for CC(C)CN(C(=O)CN1CCN(c2ccc(F)cc2)CC1)c1c(N)n(CC(C)C)c(=O)[nH]c1=O → PAX8 reporter = -13.6; CASP6 VEID inh = x; PGC1a acetyl inh = 2.9; EWS-Fli block = x; FN deposit inh = 8.6; LGR2 inh = 0.5; miR122 inh = -0.1; Cneo AK release = x
